High-throughput results from PubChem.
Pol beta inh: blocks human DNA polymerase beta activity; Pol beta primer extension/strand displacement, fluorescence kinetic; Potency, µM (doses to about 114 µM), for inactives: at the top dose activity change, negative = inhibition, most hits filed as inhibitors; 340,000 compounds, 1.3% hits; AID 485314; also: potency is read from the fitted curve at half-maximal effect; % is scaled to controls: 0 for no effect and ±100 for the full control effect
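Pol beta (10 nM) and compounds were preincubated 15 min at room temperature, then 50 nM substrate (final) started primer extension/strand displacement. Reads were taken at 0 and 10 min; concentration-response data were fitted to a four-parameter Hill equation.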
LDHA block: LDHA (human) enzyme inhibition | P00338 | purified LDHA, NADH/diaphorase-resazurin fluorescence; hits give low values | activity change, % (values are at about 110 or 230 µM) | 480,000 compounds, 0.15% hits; in the data active = activity change below about -30%; inconclusive = mostly about -25% to -30%;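 also: plate controls were DMSO wells for no effect and wells without enzyme for full effect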
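Human LDH5 (2 nM) was incubated with 0.06 mM NADH and 0.2 mM pyruvate for 5 min at room temperature in Tris pH 7.4. Remaining NADH was coupled through diaphorase/resazurin, and resorufin fluorescence was read at 0 and 20 min.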
Pol kappa inh: inhibitors of human DNA polymerase kappa. purified Pol kappa, fluorescent DNA synthesis assay, 10 min. Potency, µM (titrated, usually from 107 µM), for the others: top-dose activity, negative = inhibition, most hits filed as inhibitors. Q9UBT6. 400,000 compounds, 0.53% hits; also: potency is read from the fitted curve at half-maximal effect; % is scaled to controls: 0 for no effect and ±100 for the full control effect
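Fluorescent qHTS in 1536-well format: enzyme (10 nM) and compound sat 15 min at room temperature before 50 nM substrate (final) was added. Signal taken at 0 and 10 min; no-enzyme buffer wells were negative controls.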
GRP78 ERSR act: inducers of ER stress response in human glioma cells; U87-MG GRP78 promoter luciferase reporter, 16 h; Potency, µM, for the others: top-dose activation, most hits filed as activators; 420,000 compounds, 0.02% hits; AID 602332; also: potency is read from the fitted curve at half-maximal effect; series mostly up to about 76 µM; % of control where 0% means no effect; nearly all actives have a fitted effect of over 35% in size
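Stably transfected U87-MG glioma cells carrying a GRP78-based luciferase sensor; 16 h compound incubation. Luminescence end-point read 10 min after Bright-Glo addition at room temperature.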
BLM inh: blocks DNA unwinding by human BLM helicase; P54132; recombinant BLM DNA unwinding, fluorescence dequenching; Potency, µM (highest dose often 56.1 µM), inactives show at the highest dose activity change, negative = inhibition, usual class: inhibitors; 350,000 compounds, 0.2% hits;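 also: potency is read from the fitted curve at half-maximal effect; plate controls were vehicle for no effect and no enzyme for full effect; nearly all actives have a fitted effect of over 35% in size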
APEX1 inh: blocks human APE1 abasic DNA cleavage; recombinant APE1, TAMRA/BHQ-2 abasic DNA cleavage fluorescence; Potency, µM (top dose mostly 65.8 µM), for the others: top-dose activity change, negative = inhibition, most hits filed as inhibitors; P27695; 350,000 compounds, 0.35% hits;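 also: potency is read from the fitted curve at half-maximal effect; plate controls were vehicle for no effect and reference inhibitor for full effect; nearly all actives have a fitted effect of over 55% in size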
Target sequence (P27695 whole entry, looked up): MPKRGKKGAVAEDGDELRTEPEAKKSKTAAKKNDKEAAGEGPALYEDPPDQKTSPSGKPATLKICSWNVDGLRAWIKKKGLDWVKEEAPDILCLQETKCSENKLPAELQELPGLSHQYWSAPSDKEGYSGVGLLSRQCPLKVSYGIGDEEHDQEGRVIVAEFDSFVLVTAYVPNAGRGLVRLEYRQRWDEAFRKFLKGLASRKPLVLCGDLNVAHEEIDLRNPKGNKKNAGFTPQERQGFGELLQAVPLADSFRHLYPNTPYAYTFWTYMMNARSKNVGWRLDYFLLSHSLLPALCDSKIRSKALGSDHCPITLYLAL
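Readout is kinetic fluorescence (ex 525, em 598 nm) from cleavage of 50 nM TAMRA/BHQ-2 THF abasic duplex by 0.75 nM APE1, compound added 15 min beforehand at RT.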
Pol eta inh: blocks human DNA polymerase eta activity; Potency, µM (titrated, usually from 114 µM), for the others: at the top dose activity change, negative = inhibition, most hits filed as inhibitors; recombinant Pol eta, fluorescent DNA replication assay; 390,000 compounds, 1.2% hits; Q9Y253; also: potency is read from the fitted curve at half-maximal effect; % is scaled to controls: 0 for no effect and ±100 for the full control effect
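Fluorescent replication assay: 50 nM final substrate added after a 15 min room-temperature compound preincubation with 10 nM enzyme. Signal taken at 0 min and again at 10 min.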
Apoferritin bind: candidate novel general anesthetic via apoferritin binding | apoferritin/1-aminoanthracene competitive binding, fluorescence | Potency, µM (series often up to 77.5 µM), without a hit: at the highest dose activity change, negative = displacement, hits mostly inhibitors | 350,000 compounds, 0.074% hits; also: potency is read from the fitted curve at half-maximal effect; % is scaled to controls: 0 for no effect and ±100 for the full control effect; nearly all actives have a fitted effect of over 20% in size
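Probe: 1-aminoanthracene (50% saturated, PBS). Protein: horse-spleen apoferritin, 10 uM. Incubation: 10 min, room temperature. Detection: 380 nm excitation, 535 nm emission. Analysis: normalized response, four-parameter Hill.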
POLI inh: inhibitors of human DNA polymerase iota. 390,000 compounds, 1% hits. Pol iota fluorescent replication assay, 10 min. Potency, µM (series often up to 115 µM), for inactives: top-dose activity, negative = inhibition, most hits filed as inhibitors. Q9UNA4; also: potency is read from the fitted curve at half-maximal effect
Target sequence (Q9UNA4 whole entry, looked up): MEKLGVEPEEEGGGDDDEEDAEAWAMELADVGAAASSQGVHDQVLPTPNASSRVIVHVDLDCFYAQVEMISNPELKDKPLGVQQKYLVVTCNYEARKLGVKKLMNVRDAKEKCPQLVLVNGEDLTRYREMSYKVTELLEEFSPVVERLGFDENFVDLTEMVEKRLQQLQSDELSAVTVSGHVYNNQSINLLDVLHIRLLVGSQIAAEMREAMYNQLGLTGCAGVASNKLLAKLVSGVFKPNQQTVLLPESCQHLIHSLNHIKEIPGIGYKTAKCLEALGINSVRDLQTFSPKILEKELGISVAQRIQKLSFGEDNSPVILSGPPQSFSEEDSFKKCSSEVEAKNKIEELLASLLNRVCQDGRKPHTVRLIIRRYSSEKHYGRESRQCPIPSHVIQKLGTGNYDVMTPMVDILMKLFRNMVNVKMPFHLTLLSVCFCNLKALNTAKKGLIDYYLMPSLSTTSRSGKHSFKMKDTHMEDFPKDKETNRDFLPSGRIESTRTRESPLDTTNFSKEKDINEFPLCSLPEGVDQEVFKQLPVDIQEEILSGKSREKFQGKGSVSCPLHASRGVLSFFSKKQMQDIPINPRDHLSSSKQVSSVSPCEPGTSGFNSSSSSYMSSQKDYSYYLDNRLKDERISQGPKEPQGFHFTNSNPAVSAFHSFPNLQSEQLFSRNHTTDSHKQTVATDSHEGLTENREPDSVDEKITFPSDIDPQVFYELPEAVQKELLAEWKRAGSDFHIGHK
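Pol iota at 10 nM preincubated 15 min with compounds at room temperature; reaction started with fluorescent substrate, 50 nM final. Fluorescence read kinetically at 0 and 10 min; buffer-only wells as negative control.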
Starred values were filed as active, the others as inactive; ? = inconclusive; / = not tested or not shown; & = joins results of further samples; [ ] = dose if it differs, or a comment. Unless noted, calls follow the shape of the dose curve; as a rule, active = well fitted curve in the direction sought with a large enough effect; inconclusive = small, poorly fitted or top-dose-only effect, or another doubt; inactive = no such curve, though single readings can be large; an effect the other way counts as inactive or inconclusive. The list is partial; the hit share may differ from the screen's.

compound,Pol beta inh,LDHA block,Pol kappa inh,GRP78 ERSR act,BLM inh,APEX1 inh,Pol eta inh,Apoferritin bind,POLI inh
CC(=O)N1CCn2c3c(c(=O)c4cc(C)ccc42)CCC31 (stereo not given),-3%,19,-22%,-6%,-22%,-1%,4%,61%[activator],22µM*
O=S(=O)(NC1CCCCC1N1CCN(c2ccccc2F)CC1)c1ccccc1 (stereo not given),37%,-2,-9%,-8%,-13%,-16%,-8%,-12%,-19%
CC(NC(=O)c1ccc2c(=O)n3c(nc2c1)CCC3)c1ccc(S(N)(=O)=O)cc1 (stereo not given),/,-5,-1%,-4%,/,2%,-11%,/,86%[activator]
O=C(OCCN1CCCCC1)c1ccc(O)cc1,9%,3,-6%,3%,4%,20%,-7%,3%,0%
CCOc1ccc(C(=O)Nc2cc(-c3nc4ccccc4s3)ccc2OC)cc1,-1%,1,2%,-1%,5%,/,-14%,4%,-4%
COc1ccccc1NC(=O)N1CCOc2ccccc21,-27%,-2,-11%,-1%,-10%,/,-15%,?,66%[activator]
CO[C@H]1O[C@H](CBr)[C@@H](OC(=O)c2ccccc2)[C@H](O)[C@H]1O,/,2,-8%,-4%,/,/,-16%,/,130%[activator]
COc1ccc2c(Cl)c(C(=O)NN)sc2c1,33%,-5,2%,-2%,-1%,10%,2%,-21%,15%
Cc1ccc(S(=O)(=O)Nc2ccc(N3CCCCC3)cc2)cc1,5%,8,-20%,-4%,-7%,5%,-1%,?,12%
O=C(Oc1ccc(C(=S)N2CCC(O)CC2)cc1)c1ccc(Cl)cc1,94%,-5,-4%,-2%,-4%,-2%,-20%,-17%,37%[activator]
CC(=O)N1CCC[C@@]2(CCN(Cc3cc(C(F)(F)F)cc(C(F)(F)F)c3)C2)C1,/,/,-7%[60.1 µM],-3%,5%,-1%,/,/,/
COc1ccc2nc3ccccc3nc2c1N,0%,27,-19%,-8%,?,?,-24%,-7%,?
O=C(Nc1nc2ccc(S(=O)(=O)N3CCCC3)cc2s1)C1CCCCC1,-22%,-5,-10%,-5%,3%,2%,?,4%,16%
CC(C)Cn1c(S(=O)(=O)O)nc2ccccc21,16%,-5,-9%,5%,6%,4%,-11%,13%,30%[activator]
O=C(Nc1cccc(Cl)c1)c1ccc(F)c(S(=O)(=O)NCc2ccc3c(c2)OCO3)c1,-26%,1,3%,-6%,-14%,-9%,-25%,-6%,0%
O=C(/C=C/c1ccco1)NC(=S)N1CCCCC1,29%,14,-14%,2%,-4%,7%,-20%,-15%,?
CNC(=O)c1ccc(-c2ccc(Cl)c(Cl)c2)s1,30%,-6,-5%,5%,-6%,-8%,-10%,-22%,-16%
Cc1ccn(CC(=O)N2CCCC(N3CCN(c4ccc(F)cc4)CC3)C2)n1 (stereo not given),5%,-3,13%,-3%,1%,51%[activator],2%,-7%,28%
CCCn1c(=S)[nH]c2ccccc2c1=O,0%,-10,-9%,10%,-3%,?,-7%,-11%,?
CCOC(=O)N1CCN(C(=O)CN(C)S(=O)(=O)c2ccc(Cl)cc2)CC1,-17%,-11,3%,4%,-4%,38%,-12%,32%[activator],110%[activator]
Cc1ccc(NC(=O)C2C3CCCC2C3c2ccccc2)cc1 (stereo not given),2%,-4,-9%,-2%,3%,4%,-5%,-8%,11%
CNS(=O)(=O)c1cccc(C(=O)OCC(=O)N2CCCC2)c1,24%,-5,8%,2%,-8%,64%[activator],-3%,33%[activator],3%
CCc1nc2cc(C)nn2c2nc3ccccc3n12,0%,1,-2%,0%,1%,-1%,4%,-9%,3%
Cc1onc(-c2c(F)cccc2Cl)c1C(=O)Nc1nnc(-c2ccccc2)s1,7%,1,-16%,3%,-10%,-1%,1%,-19%,5%
O=C(CCc1nc2ccccc2c(=O)[nH]1)NCc1ccccn1,39%[activator],-6,-3%,-3%,-2%,0%,-2%,-1%,19%
CN(C)C(=O)C(NC(=O)c1ccccc1)=C(Cl)Cl,10%,-6,-2%,-1%,-8%,5%,1%,-4%,1%
COCCN=C1N[C@@H](c2ccccc2)C(C(=O)OC)=C(C)N1Cc1ccccc1,9%&3%,1,-2%,-5%,-3%&2%,-13%&15%,-8%,-2%&-5%,21%
Cc1cc(=O)oc2cc(Oc3ncccc3[N+](=O)[O-])ccc12,?,-2,-10%,-4%,-18%,-3%,-8%,-17%,97%[activator]
COc1ccccc1NS(=O)(=O)c1cccc(C(=O)N/N=C/c2c(CO)cnc(C)c2O)c1,/,3,-15%,-3%,/,-22%,-4%,/,0%
O=C1Nc2ccccc2N(O)N1c1ccc(S(=O)(=O)N2CCCCCC2)cc1,2%,-8,-7%,-2%,4%,-5%,-17%,-8%,4%
Cc1cn(C2OC(COC(=O)c3ccccc3)C(OC(=O)c3ccccc3)C2OC(=O)c2ccccc2)c(=O)[nH]c1=O (stereo not given),21%,4,6%,-3%,-6%,1%,5%,-6%,16%
CCCCC(NC(=O)Cc1c(C)c2cc3c4c(oc3cc2oc1=O)CCCC4)C(=O)O (stereo not given),32%,8,-22%,0%,-3%,-10%,-10%,5%,100%[activator]
O=C(N/N=C/c1cc2ccccc2nc1Cl)c1ccncc1,-1%,-18,5%,2%,-7%,-4%,-17%,-13%,45%[activator]
CCOc1ccccc1C(=O)N1CCN(C(c2ccccc2)c2ccccc2)CC1,7%,-4,-10%[60.1 µM],-3%,-11%,-8%,-1%,-7%,-5%
O=C(CCNS(=O)(=O)c1ccc(Br)s1)Nc1ccc(Cl)cc1,-3%,-3,-5%,2%,-16%,5%,-11%,-11%,15%
COc1cc(OC)cc(-c2nc3nc(C)c(CCC(=O)Nc4cc(F)ccc4F)c(C)n3n2)c1,-14%,-2,-4%,-4%,-4%,/,-4%,-14%,-10%
Cc1ccc[n+](CC(=O)c2ccc(Br)cc2)c1C,28%,0,-11%,1%,-8%,11%,-10%,-5%,4%
CC(C)=NNc1nc(-c2ccc([N+](=O)[O-])cc2)cs1,-20%,-4,-11%,1%,-6%,-1%,-7%,?,63%[activator]
O=C(c1cc(COc2ccccc2)on1)N1CCCC(CN2CCOCC2)C1 (stereo not given),0%,-1,-1%,?,-4%,12%,-21%,-16%,24%
O=C(Nc1c[nH]c(=O)[nH]c1=O)c1cc([N+](=O)[O-])cc([N+](=O)[O-])c1,19%,1,1%,-3%,0%,-7%,-13%,2%,-19%
COC(=O)C(NC(=O)CCc1c(C)nc2ncnn2c1C)C(C)C (stereo not given),22%,-5,-6%,-8%,0%,16%,-8%,-6%,25%
COc1ccc([C@H]2CC(=O)C=C(c3ccc(SC)cc3)C2)cc1,/,-1,9%,-4%,/,18%,-14%,/,89µM*
COc1ccc(-c2cc(C(=O)N3CCN(c4ccccc4F)CC3)c3ccccc3n2)c(OC)c1,-2%,-1,-6%,-3%,-11%,13%,-19%,-13%,26%
CS(=O)(=O)N1N=C(c2ccccc2)CC1c1ccc2c(c1)OCO2 (stereo not given),?,4,-6%,4%,?,1%,32µM*,3%,-1%
CCc1ccc2c(c1)C(=O)C(=O)N2CC(=O)Nc1ccc(NC(=O)c2ccccn2)cc1,-23%,-6,-12%,6%,-7%,-2%,2%,-16%,86%[activator]
O=C(COC(=O)C1=COCCO1)Nc1cc(C(F)(F)F)ccc1Cl,/,-4,-11%,2%,/,9%,-23%,/,35%[activator]
COc1ccc(-c2cc(C(=O)N3CCN(c4ccccc4OC)CC3)no2)cc1,-1%,-3,-13%,1%,-8%,-15%,4%,29%,18%
COc1cc(CN2CCN(CC#Cc3ccccc3)CC2CCO)cc(OC)c1 (stereo not given),0%,-11,-7%,0%,-7%,25%,-11%,-2%,-14%
Cc1ccc(C(NC(=O)NCCCN2CCOCC2)=C(Cl)Cl)cc1F,1%,-1,-6%,-8%,-4%,0%,-11%,-13%,-2%
O=C(COC(=O)CSc1ccccc1)NNC(=O)c1ccc([N+](=O)[O-])cc1,52%,-4,-7%,-1%,-6%,25%,11%,-17%,?

Next part; it opens with the two that closed the last part.
compound,Pol beta inh,LDHA block,Pol kappa inh,GRP78 ERSR act,BLM inh,APEX1 inh,Pol eta inh,Apoferritin bind,POLI inh
Cc1ccc(C(NC(=O)NCCCN2CCOCC2)=C(Cl)Cl)cc1F,1%,-1,-6%,-8%,-4%,0%,-11%,-13%,-2%
O=C(COC(=O)CSc1ccccc1)NNC(=O)c1ccc([N+](=O)[O-])cc1,52%,-4,-7%,-1%,-6%,25%,11%,-17%,?
O=C(COC(=O)/C=C/c1cccc(F)c1)Nc1ccccc1-c1ccccc1,4%,-4,-8%,-5%,-4%,14%,-10%,9%,5%
COc1ccc(C(CC(=O)N2CCN(c3ccccc3)CC2)c2c(OC)cc(OC)c3c(-c4ccccc4)cc(=O)oc23)cc1 (stereo not given),8.9µM*,/,/,/,2%,?,/,6%,/
CCOC(=O)c1c(CN2CCCCC2)n(C)c2cc(Br)c(OC)cc12,33%,1,4%,-4%,5%,1%,-16%,-7%,22%
CC(NS(=O)(=O)c1ccc(CCC(=O)NCC2CCCO2)cc1)c1ccccc1 (stereo not given),-4%,-5,-17%,-5%,1%,14%,-16%,10%,-9%
C=CCSc1nnc(NC(=O)c2nc(SCC)ncc2Cl)s1,-5%,-4,-3%,-4%,-3%,3%,-8%,-11%,19%
Nc1nc(SCC(=O)NC2CCCCCC2)[nH]c(=O)c1-c1ccccc1,53%,-17,-14%,2%,-2%,16%,-11%,-14%,69%[activator]
COc1ccc(C(=O)NC2CC2)cc1OC1CCN(C/C=C/c2ccccc2)CC1,-3%,-1,-7%,0%,-3%,23%,-14%,-22%,0%
